# Screens as filed in PubChem.
# MITF TRPM1 inh: reduces MITF-dependent TRPM1 promoter luciferase signal. SK-MEL-5 TRPM1 promoter luciferase, 24 h. inhibition, % at 12.5 µM. 330,000 tested, 0.83% active;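 active = mean inhibition across replicates of 60% or more, whatever share of single replicates reaches that level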; note: values of inactives mirror those of a sister screen read the other way
# CF NFkB block: cystic fibrosis NF-kB activation inhibition. inhibition, % at 5 µM. KKLEB NF-kB-GFP reporter, PAF-induced, GFP fluorescence overnight. 360,000 tested, 0.86% active. AID 588850;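 active = at least 50% inhibition at 5 µM, scaled per plate between neutral and stimulator controls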;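 note: PAF is a Pseudomonas aeruginosa culture filtrate used as stimulus; plate controls were PAF-stimulated DMSO wells for no effect and unstimulated DMSO wells for full effect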
# NR2E3 ag-1: agonists of human NR2E3 nuclear receptor; Q9Y5X4; CHO-S Gal4-NCOR/VP16-NR2E3 two-hybrid, luciferase; inhibition of corepressor binding, % at 3.98 µM; 360,000 tested, 0.35% active; AID 602229;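 active = inhibition above the mean of all tested compounds plus 3 SD, cut at about 70% in these data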;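 note: 0% = DMSO with NR2E3 transfected cells and 100% = cells lacking NR2E3 construct; higher means lower luciferase signal from less NR2E3 corepressor binding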
# Target sequence (Q9Y5X4 whole entry, looked up, the tested form may be a part): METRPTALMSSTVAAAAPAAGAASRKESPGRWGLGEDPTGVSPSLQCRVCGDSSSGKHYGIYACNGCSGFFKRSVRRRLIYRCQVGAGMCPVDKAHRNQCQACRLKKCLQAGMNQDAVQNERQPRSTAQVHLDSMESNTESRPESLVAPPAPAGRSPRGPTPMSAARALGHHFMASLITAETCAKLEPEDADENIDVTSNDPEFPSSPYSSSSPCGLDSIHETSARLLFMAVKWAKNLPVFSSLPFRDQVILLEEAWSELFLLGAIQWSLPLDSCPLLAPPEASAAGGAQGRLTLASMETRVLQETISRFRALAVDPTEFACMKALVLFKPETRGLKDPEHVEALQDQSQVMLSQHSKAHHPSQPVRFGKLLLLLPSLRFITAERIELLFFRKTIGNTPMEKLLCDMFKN
# TWEAK-Fn14 inh: inhibitors of TWEAK-Fn14 interaction signaling; 360,000 tested, 2% active; TWEAK-stimulated Fn14 reporter cells, luciferase luminescence, 8 h; AID 1159606; inhibition, % at 10 µM; in the data active = inhibition above about 50%
# Shn3 inh set2: inhibitors of Schnurri-3 3'UTR reporter in osteoblasts; inhibition, % at 12.5 µM; Clone20 osteoblast Shn3 3'UTR firefly luciferase, 24 h; 360,000 tested, 0.52% active;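 active = mean inhibition of at least 75% with every replicate also reaching 75%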;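 note: 0% = median of neutral control wells and 100% = pilot-screen positive control compound; some compounds past the cut are filed as inactive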
# hiPSC survival: increases survival of single human iPS cells. hiPSC single-cell survival, ATPlite luminescence; 100% = ROCK inhibitor wells, 0% = DMSO. survival enhancement, % at 20 µM. 360,000 tested, 0.044% active. AID 602274; in the data active = survival enhancement above about 18%;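 note: cells exposed to compounds for 16 hours before the ATP read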
# HIF-2a block: HIF-2a inhibition; 786-0 RCC cells HIF-2a reporter, luciferase luminescence, overnight; inhibition, % at 18.8 µM; 360,000 tested, 0.72% active; AID 624352;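 active = inhibition of the luminescence signal of 40% or more relative to plate controls, in a single-dose primary screen at 18.75 µM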
# NR2E3 ag-2: activates human photoreceptor nuclear receptor NR2E3; inhibition of corepressor binding, % at 4.78 µM; GST-NR2E3/biotin-RetCOR TR-FRET, 1536-well; AID 2300; 320,000 tested, 0.12% active;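 active = percent inhibition above the cutoff of mean plus 3 SD of all tested compounds, set per screening campaign, cut at about 20% in these data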;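 note: 0% = DMSO wells and 100% = biotin wells as full block of FRET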
#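 System: GST-tagged NR2E3 plus biotinylated RetCOR corepressor; Buffer or medium: pH 7.5 Tris-based buffer; Probe or stimulus: RetCOR corepressor, biotinylated, 7 nM; Doses: compound at 4.8 µM, single dose; Schedule: 5 h incubation at 4 °C; Technique: time-resolved FRET; Evaluation: percent inhibition of TR-FRET ratio; Replication: one well per compound, singlicate testing.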
# Peg3 promoter: inhibitors of Peg3 promoter; AID 588405; 360,000 tested, 1.7% active; inhibition, % at 20 µM; HeLa PEG-Prom luciferase reporter, luminescence, overnight;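 active = inhibition of at least 50% at 20 µM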
# KKLEB cytotox: reduces viability of KKLEB cystic fibrosis airway cells. KKLEB CF airway cells viability, ATPlite luminescence, overnight; active compounds read low; cells stimulated with P. aeruginosa culture filtrate. activity change (cytotoxicity), % at 5 µM. 360,000 tested, 0.36% active. AID 602141;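 active = corrected activity change at or below -50% at 5 µM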
# aDG glyco act: alpha-DG glycosylation activation; Pro5-aDG cells, alpha-DG glycosylation AlphaScreen (IIH6); 0% Pro5, 100% B10-LARGE cell signal; activation, % at 10 µM; 360,000 tested, 0.22% active; AID 624168;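 active = activation of at least 8% versus controls, or a plate z-score of at least 8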;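 note: Pro5 are CHO cells carrying HIG-tagged alpha-DG that lacks glycosylation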
# Active calls of the source: *; . = no result given.
mol	MITF TRPM1 inh	CF NFkB block	NR2E3 ag-1	TWEAK-Fn14 inh	Shn3 inh set2	hiPSC survival	HIF-2a block	NR2E3 ag-2	Peg3 promoter	KKLEB cytotox	aDG glyco act
O=C1CCN(CCc2ccccc2)CCN1[C@H](COc1ccccc1)Cc1ccccc1	2	22	-12	1	13	-2.3	12	1	11	-8	0.4
O=C(Nc1cccc2ccccc12)C1CCCC1	10	-4	5	1	1	-0.4	-2	.	-7	-1	0.0
COC1OC(c2ccccc2)=C(c2ccc(C(N)=O)cc2)c2ccc(F)cc21 (centres undefined)	.	.	-25	11	.	-0.2	11	.	.	.	0.0
Cn1nc([N+](=O)[O-])c2c(-c3nc4ccccc4s3)c(N)n(C3CCCCC3)c2c1=O	-7	-8	-12	-5	-14	1.9	9	0	21	-3	-0.4
O=C(CN1CCN(C(=O)c2ccco2)CC1)Nc1cc(S(=O)(=O)N2CCCC2)ccc1Cl	.	2	-34	5	-43	-2.4	2	.	13	-3	0.0
CC(C)c1ccc(NC(=O)CN2C(=O)COc3ccc(S(=O)(=O)N4CCOCC4)cc32)cc1	-1	-7	8	-11	10	-0.1	-2	0	-17	5	0.2
COC(=O)CNC(=O)c1ccc(C)s1	-7	-8	10	10	-14	-0.1	7	-2	9	5	-0.2
CC(C)=C1C2CCC1C1C(=O)N(c3ccc4c(c3)OCO4)C(=O)C21 (centres undefined)	13	7	-13	-16	14	-2.0	9	1	18	-16	-0.2
CCOC(=O)C1=C(C#N)C(C(=O)OCC)c2ncccc21 (centres undefined)	.	-77	5	-37	2	-0.6	18	.	6	-1	-0.1
CCN(CC)C(=O)c1ccc2sc([C@H]3C[C@H](O)[C@@H](CO)O3)nc2c1	.	-5	-17	0	-8	2.5	-17	.	-1	6	-0.1
CN1CCN(C(=O)CCC(=O)c2ccc(F)cc2)CC1	-7	-11	-11	-8	-12	0.2	-40	4	-14	7	-0.1
COc1cc(C(=O)N2CCN(C(=O)C(Cc3cc(C)ccc3C)NC(C)=O)CC2)cc(OC)c1OC (centres undefined)	9	-6	-17	24	0	4.7	-17	0	-3	-3	-0.1
O=C(COC(=O)c1cc(S(=O)(=O)N2CCOCC2)ccc1F)NC1CC1	14	-6	2	0	2	1.2	14	.	8	3	-0.2
CC(C)CNC(=S)NNC(=O)CC(C)O (centres undefined)	6	5	8	10	-10	1.4	24	-4	7	9	-0.3
COc1cc(OC)cc(C(=O)N2CCN(C3CCC(C)CC3)CC2)c1 (centres undefined)	10	13	-12	-3	-23	1.0	9	.	-2	6	-0.1
Cc1ccc([N+](=O)[O-])cc1-c1ccc(/C=N/NC(=O)CN2CCOCC2)o1	-11	-36	7	11	-2	-0.3	7	6	19	14	-0.1
CC(C)c1cc(NCc2ccccn2)n2c(nc3ccccc32)c1C#N	3	1	-24	26	0	0.7	20	-3	48	4	-0.4
CCOCCCNC(=O)NC12CC3CC(CC(C3)C1)C2	-3	-16	-8	-4	6	0.4	-40	2	-23	2	0.0
CN(C)c1ccnc2sc(C(=O)c3ccccc3)c(N)c12	-35	9	-142	-42	-89	-1.2	-279	4	-303	-6	0.2
c1ccc2nc(-c3ccc(N4CCOCC4)cc3)ccc2c1	54	-20	-73	90*	55	-7.1	-9	10	32	-46	0.2
Cc1nnc(NC(=O)c2ccc(F)c(S(=O)(=O)N3CCOCC3)c2)s1	-1	2	4	10	11	-0.2	0	.	9	-6	0.0
CCSC1=C(C#N)C2(CCCCC2)C(C#N)=C(N)N1	-9	13	9	35	-6	-3.6	-51	3	-16	-11	0.2
O=C(COC(=O)CNC(=O)c1ccc(Cl)cc1Cl)NC1CCCCC1	-12	15	-26	-23	-5	0.2	-23	.	-48	-22	0.0
O=C(CSc1nnc2ccccn12)NNC(=O)c1ccccc1F	-3	-26	11	5	-7	-2.2	11	.	-3	-1	-0.2
O=C(Nc1nccs1)c1csc([C@H]2C[C@H](O)[C@@H](CO)O2)n1	.	5	-77	16	-26	-1.6	-145	.	-151	6	0.1
CCCCn1c(N)c(N(CC(C)C)C(=O)c2ccc(S(=O)(=O)N3CCC(C)CC3)cc2)c(=O)[nH]c1=O	-1	-9	-5	4	-5	-0.5	3	5	-2	12	0.3
CCCCOc1ccc(-c2cnc3ccccc3n2)cc1	-18	-3	-126	79*	36	-0.5	-7	1	-284	-4	-0.1
CC12CC(NC(=O)N1c1cccc(C(=O)N3CCN(c4ccccc4)CC3)c1)c1ccccc1O2 (centres undefined)	-15	3	-22	6	14	6.4	16	3	21	-6	0.4
O=C(c1ccc(Cl)c([N+](=O)[O-])c1)N1CCN(S(=O)(=O)c2ccc(Cl)cc2)CC1	27	-18	9	4	34	-0.4	2	2	12	-26	0.6
COc1ccccc1NC(=O)c1cccc(N2C(=O)C3C4C=CC(C4)C3C2=O)c1 (centres undefined)	2	4	-14	0	-23	0.8	4	-3	-1	0	-0.1
CN1CCN(C(CNC(=O)C(=O)NC2CCCC2)c2ccc(F)cc2)CC1 (centres undefined)	-10	17	-12	-5	-24	0.0	9	-7	8	-12	-0.2
O=C(c1cc(=O)[nH]c2ccccc12)N1CCc2ccccc2C1	8	-18	-13	17	-13	-0.6	15	0	11	-10	-0.3
Nc1ncnc2c1ncn2[C@@H]1O[C@H](CNCC#Cc2ccccc2)[C@@H](O)[C@H]1O	-22	23	-5	-22	-4	-2.7	-11	.	-44	-15	-0.1
NC(=O)CC(NC(=O)c1ccccc1)c1ccc(NCCN2CCOCC2)c([N+](=O)[O-])c1 (centres undefined)	-3	-24	14	4	-6	-1.8	20	1	-4	-7	-0.4
CC(C)C[C@@H](CSc1ccc(Br)cc1)N1CCN(CC(C)C)CCC1=O	-56	-10	-58	28	-61	0.8	-250	2	-227	-4	1.2
COc1nc(N2CCOCC2)nc(-n2cccc2)n1	-12	28	10	-7	-26	-1.1	11	2	1	-10	0.1
CCN1CCN(C(=O)CCN2C(=O)COc3ccc(C)cc32)CC1	1	4	16	-8	11	5.5	3	-2	6	-10	-0.2
CCn1c(CCNC(=O)c2cccs2)nnc1SCC(=O)c1ccc(OC)cc1	-9	3	-5	-3	-8	-0.5	8	-1	3	8	-0.3
COc1ccc(Cl)cc1NC(=O)CN1C(=O)NC(C)(Cc2ccc(OC)c(OC)c2)C1=O (centres undefined)	-5	8	-2	-15	-13	0.2	22	-4	11	1	-0.3
CCOC(=O)/C=C1\NC(C)(C)Cc2cc(OC)c(OC)cc21	10	14	-2	0	7	-1.2	11	4	0	-12	0.1

# Reprinted at random: six entries already listed
mol	MITF TRPM1 inh	CF NFkB block	NR2E3 ag-1	TWEAK-Fn14 inh	Shn3 inh set2	hiPSC survival	HIF-2a block	NR2E3 ag-2	Peg3 promoter	KKLEB cytotox	aDG glyco act
O=C(c1ccc(Cl)c([N+](=O)[O-])c1)N1CCN(S(=O)(=O)c2ccc(Cl)cc2)CC1	27	-18	9	4	34	-0.4	2	2	12	-26	0.6
CCn1c(CCNC(=O)c2cccs2)nnc1SCC(=O)c1ccc(OC)cc1	-9	3	-5	-3	-8	-0.5	8	-1	3	8	-0.3
COc1ccccc1NC(=O)c1cccc(N2C(=O)C3C4C=CC(C4)C3C2=O)c1 (centres undefined)	2	4	-14	0	-23	0.8	4	-3	-1	0	-0.1
CCOC(=O)/C=C1\NC(C)(C)Cc2cc(OC)c(OC)cc21	10	14	-2	0	7	-1.2	11	4	0	-12	0.1
COc1ccc(Cl)cc1NC(=O)CN1C(=O)NC(C)(Cc2ccc(OC)c(OC)c2)C1=O (centres undefined)	-5	8	-2	-15	-13	0.2	22	-4	11	1	-0.3
CCCCn1c(N)c(N(CC(C)C)C(=O)c2ccc(S(=O)(=O)N3CCC(C)CC3)cc2)c(=O)[nH]c1=O	-1	-9	-5	4	-5	-0.5	3	5	-2	12	0.3

# Remaining list, next part
mol	MITF TRPM1 inh	CF NFkB block	NR2E3 ag-1	TWEAK-Fn14 inh	Shn3 inh set2	hiPSC survival	HIF-2a block	NR2E3 ag-2	Peg3 promoter	KKLEB cytotox	aDG glyco act
CN(CC(=O)NCCc1ccc(S(N)(=O)=O)cc1)Cc1ccc(Cl)cc1Cl	15	-18	0	-4	29	0.7	6	0	1	4	0.5
C[C@H](CO)N1C[C@H](C)[C@H](CN(C)CC2CCCCC2)Oc2ccc(NS(=O)(=O)c3ccc(F)cc3)cc2CC1=O	0	0	-4	0	-9	1.2	2	.	20	5	0.2
COc1ccc(CCNC(=O)c2ccc(OCC(=O)N3CCOCC3)c(OC)c2)cc1	1	16	-13	3	-2	-0.5	10	-10	14	1	0.0
CCc1nn2cc(C(=O)c3cc(C)ccc3O)cnc2c1-c1ccc(F)cc1	10	3	-20	22	-11	-1.6	21	4	7	-18	-0.1
NC(=O)CCN(C1CCCCC1)S(=O)(=O)c1cccc2nsnc12	10	-3	-8	13	6	0.4	12	1	4	0	-0.2
CCCCCCNC(=O)C(=O)NCCc1ccc(Cl)cc1	0	9	8	-5	-5	0.1	26	1	25	-4	0.0
Cc1cccc(C)c1-n1nnnc1SCC(=O)N1CCNC1=O	0	19	-28	-7	-26	-0.4	5	.	8	-4	0.0
CN1C(=O)/C(=N/OC(=O)c2ccccc2)c2ccccc21	24	-22	25	8	-4	3.5	7	-1	-9	18	-0.5
CCn1c(SCC(=O)Nc2sc3c(c2C#N)CCCC3)nnc1-c1ccncc1	-4	-8	-9	-14	5	0.6	-3	-1	11	4	-0.1
CCn1c(SCC(=O)NCc2ccccc2)nnc1C(CO)NC(=O)c1ccccc1 (centres undefined)	5	-23	-8	10	9	0.5	10	-1	18	11	0.1
COc1ccc2[nH]cc(C(=O)CN3CCN(C4CCCCC4)CC3)c2c1	3	-6	-12	5	-5	2.5	16	6	8	-12	0.8
Clc1ccc(OCc2nnc3n2CCCCC3)c(Cl)c1	-5	2	-31	-11	-15	5.6	-101	-4	-42	-10	0.3
O=C(O)c1cccc(S(=O)(=O)Nc2cccc(S(=O)(=O)N3CCCC3)c2)c1	8	0	-15	14	-7	-0.3	8	2	2	2	0.2
COC(=O)c1sccc1NC(=S)N1CCN(C)CC1	7	6	-7	-2	13	-0.3	7	-7	-11	-1	-0.1

# Printed as active in TWEAK-Fn14 inh, of those listed so far:
canonical_smiles	MITF TRPM1 inh	CF NFkB block	NR2E3 ag-1	TWEAK-Fn14 inh	Shn3 inh set2	HIF-2a block	NR2E3 ag-2	Peg3 promoter	aDG glyco act
c1ccc2nc(-c3ccc(N4CCOCC4)cc3)ccc2c1	54	-20	-73	90*	55	-9	10	32	0.2
CCCCOc1ccc(-c2cnc3ccccc3n2)cc1	-18	-3	-126	79*	36	-7	1	-284	-0.1
